High-throughput results from PubChem.
GLS inh = glutaminase GLS (human) inhibition; 410,000 tested, 0.21% active; GLS enzymatic activity, qHTS titration; AID 624170; Potency, µM (top dose mostly 45.5 µM), for inactives: top-dose activity change, negative = inhibition, hits mostly inhibitors; O94925; further: potency means the concentration at half of the fitted maximal effect; on the % scale 0 is the no-effect control and ±100 the full control effect
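Glutamate formation by hKGA was monitored fluorometrically using coupled glutamate oxidase, HRP and Amplex Red. Substrate was added as 1 mM L-glutamine solution; incubation was 30 min at RT after an initial read.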
PGK inhibitor = inhibitors of T. brucei phosphoglycerate kinase; Potency, µM (doses to about 57.5 µM), inactives show at the top dose activity change, negative = inhibition, usual class: inhibitors; P07378; 380,000 tested, 0.043% active; PGK/GAPDH coupled, Kinase-Glo luminescence, 60 min; AID 602233; further: potency means the concentration at half of the fitted maximal effect; on the % scale 0 is the no-effect control and ±100 the full control effect; nearly all actives have a fitted effect of over 60% in size
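Luminescent ATP detection (Kinase-Glo Plus) follows a 60-minute room-temperature incubation, with wells lacking PGK as controls. Buffer: 100 mM TEA (pH 7.6), 5 mM MgCl2, 0.01% Tween-20. Coupling enzyme GAPDH (100 nM final) supplies unstable 1,3-BPG in-well.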
PI4K2A block = blocks human PI4K2A kinase activity; Q9BTU6; purified PI4K2A, ADP-Glo luminescence, 1 h; hits give low values; activity change, negative = inhibition, % at 76.9 µM; 420,000 tested, 0.13% active; AID 1346378; in the data active means activity change below about -50%; inconclusive means mostly about -30% to -49%;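 further: -100% = wells without enzyme as full effect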
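In this quantitative HTS, ADP production by PI4K2A was quantified luminescently after 1 h at ambient temperature; 100 microM adenosine served as plate-quality control.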
Pin1 inhibitor = human Pin1 inhibition; Q13526; Pin1 FP peptide displacement, HiFluor488, 10 min; Potency, µM (top dose mostly 115 µM), for the others: at the top dose activity, negative = inhibition, actives largely listed as inhibitors; 390,000 tested, 0.009% active; AID 504891; active means well fitted inhibition curve with a large enough effect in the polarisation, with a control signal flat, not every such curve was filed as active; inconclusive means small, poorly fitted or top-dose-only effect, or effect the other way, or a change in a side signal; inactive means no such curve, though single readings can be large or run the other way; the % refers to the polarisation; further: potency means the concentration at half of the fitted maximal effect; on the % scale 0 is the no-effect control and ±100 the full control effect
G9a block = G9a (human) methyltransferase inhibition | Q96KQ7 | G9a H3K9 monomethylation, AlphaScreen, 2 h | Potency, µM (titrated, usually from 102 µM), without a hit: at the top dose activity, negative = inhibition, most hits filed as inhibitors | 350,000 tested, 8.8% active; further: potency means the concentration at half of the fitted maximal effect; on the % scale 0 is the no-effect control and ±100 the full control effect; nearly all actives have a fitted effect of over 75% in size
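AlphaScreen detection with an anti-monomethyl H3K9 antibody quantified product after a 2 h room-temperature reaction containing 500 nM biotinylated H3K9 peptide, 20 µM SAM and 20 nM enzyme, which had been preincubated 15 min with compound.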
POLH inh = DNA polymerase eta (human) inhibition; recombinant Pol eta, fluorescent DNA replication assay; 390,000 tested, 1.2% active; Potency, µM (top dose mostly 114 µM), without a hit: top-dose activity change, negative = inhibition, usual class: inhibitors; AID 588591; further: potency means the concentration at half of the fitted maximal effect; on the % scale 0 is the no-effect control and ±100 the full control effect
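Pol eta at 10 nM preincubated with compounds 15 min at room temperature; reaction started with fluorescent substrate (50 nM final) and read kinetically at 0 and 10 min.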
BAZ2B inh = BAZ2B (human) inhibition | Potency, µM (series often up to 114 µM), for inactives: at the highest dose activity change, negative = inhibition, actives largely listed as inhibitors | AlphaScreen BAZ2B-H3K14Ac peptide displacement | 360,000 tested, 4.4% active | AID 504333; further: potency means the concentration at half of the fitted maximal effect; on the % scale 0 is the no-effect control and ±100 the full control effect; nearly all actives have a fitted effect of over 60% in size
Target sequence (Q9UIF8 whole entry, looked up): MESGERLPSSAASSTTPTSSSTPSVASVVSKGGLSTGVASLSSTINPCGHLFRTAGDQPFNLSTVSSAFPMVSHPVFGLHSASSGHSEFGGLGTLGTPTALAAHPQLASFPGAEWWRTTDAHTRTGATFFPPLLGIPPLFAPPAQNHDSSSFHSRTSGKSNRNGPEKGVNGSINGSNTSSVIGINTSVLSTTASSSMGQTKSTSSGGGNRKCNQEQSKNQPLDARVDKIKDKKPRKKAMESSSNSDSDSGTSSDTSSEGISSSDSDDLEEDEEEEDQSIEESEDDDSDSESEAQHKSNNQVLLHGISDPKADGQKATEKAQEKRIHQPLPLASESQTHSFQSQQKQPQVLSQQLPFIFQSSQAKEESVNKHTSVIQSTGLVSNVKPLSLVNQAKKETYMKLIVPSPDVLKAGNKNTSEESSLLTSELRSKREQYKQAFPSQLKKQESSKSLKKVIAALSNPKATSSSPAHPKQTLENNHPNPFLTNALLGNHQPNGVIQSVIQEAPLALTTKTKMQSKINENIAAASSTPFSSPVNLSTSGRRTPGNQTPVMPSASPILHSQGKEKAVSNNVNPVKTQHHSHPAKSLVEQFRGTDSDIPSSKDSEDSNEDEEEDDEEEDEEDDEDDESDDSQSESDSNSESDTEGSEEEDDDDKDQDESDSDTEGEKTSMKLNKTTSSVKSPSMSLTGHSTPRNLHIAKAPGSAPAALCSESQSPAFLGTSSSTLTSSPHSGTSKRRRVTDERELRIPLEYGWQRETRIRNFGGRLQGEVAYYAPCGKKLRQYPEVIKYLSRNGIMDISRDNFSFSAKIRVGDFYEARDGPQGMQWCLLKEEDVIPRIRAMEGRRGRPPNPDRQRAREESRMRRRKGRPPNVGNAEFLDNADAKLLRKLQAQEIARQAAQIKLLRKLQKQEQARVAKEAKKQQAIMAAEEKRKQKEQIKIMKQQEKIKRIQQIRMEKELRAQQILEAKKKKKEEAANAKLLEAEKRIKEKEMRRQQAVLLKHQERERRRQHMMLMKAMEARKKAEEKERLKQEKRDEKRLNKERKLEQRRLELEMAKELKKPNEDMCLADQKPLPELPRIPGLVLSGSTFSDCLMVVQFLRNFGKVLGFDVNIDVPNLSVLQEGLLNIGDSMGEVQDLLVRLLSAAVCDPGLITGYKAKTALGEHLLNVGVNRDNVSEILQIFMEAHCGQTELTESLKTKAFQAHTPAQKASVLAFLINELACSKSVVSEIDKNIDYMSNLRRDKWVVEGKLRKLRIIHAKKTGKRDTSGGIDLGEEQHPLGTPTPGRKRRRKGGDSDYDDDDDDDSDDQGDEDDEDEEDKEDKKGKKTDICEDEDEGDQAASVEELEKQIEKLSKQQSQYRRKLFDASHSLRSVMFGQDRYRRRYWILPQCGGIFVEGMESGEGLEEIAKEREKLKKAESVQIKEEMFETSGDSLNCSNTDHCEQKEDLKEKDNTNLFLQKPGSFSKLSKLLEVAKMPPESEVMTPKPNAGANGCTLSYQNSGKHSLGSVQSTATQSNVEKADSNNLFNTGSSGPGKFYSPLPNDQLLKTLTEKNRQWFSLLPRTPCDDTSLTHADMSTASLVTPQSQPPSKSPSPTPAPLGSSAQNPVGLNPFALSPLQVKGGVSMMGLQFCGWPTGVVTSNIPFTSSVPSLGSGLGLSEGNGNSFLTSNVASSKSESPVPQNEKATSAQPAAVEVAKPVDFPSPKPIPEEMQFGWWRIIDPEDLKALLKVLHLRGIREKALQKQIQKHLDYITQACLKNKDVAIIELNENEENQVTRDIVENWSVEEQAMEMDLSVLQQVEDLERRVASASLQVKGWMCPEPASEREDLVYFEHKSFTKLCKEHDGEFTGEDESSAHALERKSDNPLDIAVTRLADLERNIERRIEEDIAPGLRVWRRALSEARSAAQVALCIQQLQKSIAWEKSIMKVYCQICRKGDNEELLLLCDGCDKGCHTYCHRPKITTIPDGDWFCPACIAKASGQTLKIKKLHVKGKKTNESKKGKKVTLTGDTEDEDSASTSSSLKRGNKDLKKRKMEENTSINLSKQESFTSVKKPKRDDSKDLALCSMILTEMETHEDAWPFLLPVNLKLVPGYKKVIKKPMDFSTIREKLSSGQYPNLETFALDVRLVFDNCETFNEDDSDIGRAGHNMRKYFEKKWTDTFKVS
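BAZ2B 50 nM plus b-H3(5-23)K14Ac 50 nM, PBS pH 7.4/0.01% Tween-20, 30 min RT; compound added (max 110 uM), 30 min RT; streptavidin donor/Ni-chelate acceptor beads 10 ug/mL final, 20 min dark; AlphaScreen read.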
JMJD2A Tudor inh = inhibitors of human JMJD2A Tudor domain; AID 504339; 390,000 tested, 4.4% active; AlphaScreen JMJD2A-Tudor / H3K4me3 peptide binding; Potency, µM (highest dose often 114 µM), for inactives: top-dose activity change, negative = inhibition, hits mostly inhibitors; further: potency means the concentration at half of the fitted maximal effect; on the % scale 0 is the no-effect control and ±100 the full control effect; nearly all actives have a fitted effect of over 50% in size
HP1b chromo inh = inhibitors of HP1-beta chromodomain binding to methylated histone tails. P83916. 390,000 tested, 0.56% active. AlphaScreen HP1-beta / biotin-H3K9me3 peptide binding. Potency, µM (highest dose often 114 µM), for inactives: at the top dose activity change, negative = inhibition, hits mostly inhibitors; further: potency means the concentration at half of the fitted maximal effect; nearly all actives have a fitted effect of over 70% in size; inactives centre near 23
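HP1-beta protein (50 nM final) preincubated 30 min at room temperature with biotinylated H3(1-18)K9me3 peptide (50 nM) in PBS pH 7.4, 0.01% Tween-20, then compound added for 30 min. AlphaScreen streptavidin donor/nickel chelate acceptor beads (10 ug/mL final), 30 min dark, luminescence read.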
An asterisk follows results filed as active; i = inactive; u = inconclusive; x = not tested or not shown; & = joins results of further samples; [ ] = dose if it differs, or a comment. Unless noted, the call rests on the fitted dose curve; in most records, active means well fitted curve in the direction sought with a large enough effect; inconclusive means small, poorly fitted or top-dose-only effect, or another doubt; inactive means no such curve, though single readings can be large; an effect the other way counts as inactive or inconclusive. This is a subset, so the mix of outcomes need not match the whole.

GLS inh	PGK inhibitor	PI4K2A block	Pin1 inhibitor	G9a block	POLH inh	BAZ2B inh	JMJD2A Tudor inh	HP1b chromo inh	structure
7%	10%	-2	0%	-3%[59 µM]	-8%	-10%	-8%	20%	Nc1nonc1C(=O)NCCNCc1ccccc1F
-10%	-2%	2	-4%	x	-9%	x	3%	26%	COc1ccc(C)cc1NC(=O)c1nc2nc(C)cc(C)n2n1
4%	1%	5	3%	-23%[59 µM]	-12%	0%	-8%	27%	CC(C)NS(=O)(=O)c1ccc(OCC(=O)N2CCN(c3cccc(Cl)c3)CC2)cc1
0%	i	-1	0%	20%	-12%	5%	7%	38%	CCOC(=O)N1CCN(C(=O)C(C)c2ccc([N+](=O)[O-])cc2)CC1 (stereo not given)
3%	-4%	-2	2%	6%[59 µM]	-23%	-2%	-3%	56%[activator]	COc1ccccc1C(=O)N1CCCCC1CCN1CCOCC1 (stereo not given)
2%	i	-4	1%	4%	u	20%	44%[activator]	106%[activator]	CCC(C)c1ccccc1NC(=O)CN(C)CCOc1ccc(Cl)cc1 (stereo not given)
9%	i	3	-6%	50µM*	-17%	-26%	7%	43%	C=CCOC(=O)Nc1c(C(=O)OC)[nH]c2ccccc12
1%	-3%	0	2%	u	-1%	10%	-23%	21%	Cc1ccc(CNC(=O)CCOc2ccc(C(C)(C)C)cc2)cc1
3%	i	-2	-3%	-5%[59 µM]	-4%	-15%	-19%	3%	CCCn1nnc(NC(=O)c2ccc3ccccc3c2)n1
2%	-1%	-7	4%	u	-20%	-2%	3%	37%	Cc1ccc(-c2noc(-c3cccnc3N(C)Cc3ccc(Cl)cc3)n2)cc1
-2%	-7%	-1	-5%	7%	-8%	50µM*	-13%	11%	Cn1c(=O)n(C)c2cc([N+](=O)[O-])c(N3CCN(C(=O)c4ccccc4Cl)CC3)cc21
-1%	-9%	1	-1%	66%[activator][59 µM]	-19%	5%	20%	49%[activator]	O=C(COC(=O)Cc1c(Cl)cccc1Cl)NCCC1=CCCCC1

Among those listed so far, these contain a nitro group on carbon:
GLS inh	PGK inhibitor	PI4K2A block	Pin1 inhibitor	G9a block	POLH inh	BAZ2B inh	JMJD2A Tudor inh	HP1b chromo inh	structure
0%	i	-1	0%	20%	-12%	5%	7%	38%	CCOC(=O)N1CCN(C(=O)C(C)c2ccc([N+](=O)[O-])cc2)CC1 (stereo not given)
-2%	-7%	-1	-5%	7%	-8%	50µM*	-13%	11%	Cn1c(=O)n(C)c2cc([N+](=O)[O-])c(N3CCN(C(=O)c4ccccc4Cl)CC3)cc21

Further compounds follow:
GLS inh	PGK inhibitor	PI4K2A block	Pin1 inhibitor	G9a block	POLH inh	BAZ2B inh	JMJD2A Tudor inh	HP1b chromo inh	structure
1%	2%	2	24%	22%[2.33 µM]	-17%	-29%	-17%	13%	COC(=O)c1c(C)oc2ccc(N(C(=O)c3ccncc3)S(=O)(=O)c3ccc(C)cc3)cc12
-2%	-6%	-2	30%[activator]	22%[2.33 µM]	1%	0%	-17%	19%	O=C(Nc1ccc2ccccc2c1)c1cccc([N+](=O)[O-])c1
-2%	i	0	-6%	5%[59 µM]	-15%	-17%	10%	29%	CCOCCC(=O)Nc1cc(Cl)ccc1OC
-1%	-1%	6	-1%	-11%	-6%	5%	-18%	23%	O=C(Nc1ccccc1C(=O)O)c1cc(S(=O)(=O)Nc2cccc(F)c2)ccc1Cl
-3%	-1%	-5	12%	10%	2%	1%	-9%	34%	COc1ccc(C)cc1NC(=O)CN1C(=O)COc2ccc(C)cc21
16%	8%	14	-14%	5%[59 µM]	6%	12%	-12%	47%[activator]	O=C(NCc1cccnc1)Nc1ccc(F)cc1F
-2%	2%	3	1%	u	-12%	u	-19%	-10%	COc1ccc(CNC(=O)c2ccc(NC(=O)N3CCSc4ncccc43)cc2)c(OC)c1
0%&6%	5%&-8%	0&-3	3%&13%	53%[activator][59 µM]	3%&-18%	-12%&15%	u	21%&76%	CCc1ccc(NC(=O)Cn2ncn3c(cc4ccccc43)c2=O)cc1
7%	-4%	8	1%	u	-14%	-35%	-32%	5%	O=C(NCCN1CCOCC1)c1cc2sccc2n1Cc1ccc(Cl)cc1
-2%	-10%	-6	-1%	57%[activator][59 µM]	-18%	4%	-7%	35%	Cc1cccc(Cn2cnc3c(nnn3Cc3ccc(F)cc3)c2=O)c1
15%	-16%	-14	-19%	10%[59 µM]	79µM*	u	u	5%	O=C(Nc1ccccc1F)c1coc(=O)c(Br)c1
-15%	-2%	-11	-2%	x	-11%	9%	-8%	26%	CS(=O)(=O)N1CCCC(C(=O)Nc2ccccc2Cl)C1 (stereo not given)
3%	-3%	15	-1%	30%	1%	33%	-6%[11.4 µM]	40%[activator]	COC(=O)c1cc(C(=O)OC)[nH]n1
5%	-3%	1	0%	x	-12%	x	20%	71%[activator]	CC1(c2nnc(-c3ccccc3)o2)CC(c2ccc([N+](=O)[O-])cc2)=NO1 (stereo not given)
-4%	-7%	-3	-10%	-7%	-1%	5%	-2%	10%	COCCN1Cc2cccc(C(=O)NCc3cccs3)c2C1=O
-2%	0%	-4	3%	5%[59 µM]	-16%	11%	-9%	35%	CCn1c2ccccc2n2c(=O)c(=O)n(CC(=O)Nc3ccc(C(C)C)cc3)nc12
11%	-8%	-2	-5%	7.9µM*	-16%	50µM*	u	u	COc1ccc(/C=C/C(=O)NCC(=O)N2CCC(N(C)CCN3CCOCC3)CC2)cc1OC
4%	-3%	7	3%	-2%[59 µM]	-5%	-21%	-11%	7%	N#Cc1ccccc1NC(=O)c1cccc(COc2ccc(Cl)cc2Cl)c1
6%	1%	-1	2%	12%	-11%	u	-10%	14%	CC1(C)CCc2c([nH]c3ccccc3c2=O)O1
9%	i	-3	53%[activator]	x	-17%	x	u	u	Oc1ccc(C=NN=C2c3ccccc3-c3ccccc32)c(O)c1
0%	-8%	5	-1%	-10%[59 µM]	-8%	5%	-10%	19%	COc1ccc(/C=N/NC(=O)c2c([N+](=O)[O-])c(C)nn2C)cc1
8%	-2%	-3	15%	25µM*	-5%	-3%	-24%	u	COc1ccccc1NS(=O)(=O)c1cc(NC(=O)Nc2cccc(C)c2)ccc1N1CCCCC1
-11%	-5%	-22	-1%	u	-11%	-22%	-23%	21%	COc1ccc(-c2coc3cc(O)ccc3c2=O)cc1O
-8%	-1%	-4	-6%	-9%	-14%	-17%	-10%	56%[activator]	COc1ccc(CCNC(=O)C2CCCN2C(=O)Nc2ccc(F)cc2)cc1OC (stereo not given)
29%	2%	4	5%	79µM*	-4%	1%	-7%	22%	Cc1ccc(OCC(=O)NNC(=O)c2cccnc2)cc1
-2%	-8%	2	10%	-9%[59 µM]	-13%	-32%	-14%	11%	COc1ccc(C2CC(c3ccc(Br)cc3)=NN2C(=O)CSC2=NCCS2)cc1 (stereo not given)
-24%	u	-1	-9%	11%	-9%	-37%	6%	13%	C=CCOC(=O)C1=C(C)NC(=S)NC1/C=C/c1ccccc1 (stereo not given)
13%	1%	-2	-2%	9%	-13%	-3%	2%	33%	CC1CN(S(=O)(=O)c2cccc(C(=O)NNC(=O)C(C)Oc3ccccc3F)c2)CC(C)O1 (stereo not given)
1%	-2%	0	2%	16%[12.7 µM]	-1%	-3%	-3%	25%	O=C(N=C1SC2CS(=O)(=O)CC2N1c1ccccc1)c1cccc([N+](=O)[O-])c1 (stereo not given)
10%	-2%	-8	-17%	7%[0.501 µM]	-11%	34%[activator]	-14%	23%	Cc1ccc(C2=NN(C(=O)CCC(=O)O)C(c3cccc([N+](=O)[O-])c3)C2)cc1 (stereo not given)
2%	-1%	-3	-8%	15%	-9%	1%	-10%	-4%	O=C(CSc1nc(C2CC2)nc2ccccc12)Nc1ccccc1Cl
-4%	-4%[11.5 µM]	1	-3%	-21%[12.7 µM]	3%	4%	-2%	11%	Cc1cc(=O)[nH]c2cc(Cl)ccc12
-2%	i	-4	20%	-12%[59 µM]	-3%	-39%	-28%	15%	CSc1ccc(CCNC(=O)CN2C(=O)COc3ccc(S(=O)(=O)N4CCCCCC4)cc32)cc1
-9%	3%	4	0%	u	-19%	5%	-4%	23%	O=C(COC(=O)C1CCN(S(=O)(=O)c2ccc3c(c2)OCCO3)CC1)NC1CCCCC1
2%	-9%	-2	-2%	x	-22%	u	-27%	3%	CN(C)c1ccc(-c2noc(C3CCN(C(=O)Nc4ccc(Cl)cc4)CC3)n2)cc1
35%[activator]	-7%	0	-11%	x	-6%	-18%	-30%	3%	COc1ccc(NC2CCCN(C(=O)c3csc(C(C)C)n3)C2)cc1OC (stereo not given)
1%	4%	2	-3%	-34%	-14%	9%	-7%	16%	CCOc1ccc(NC(=O)CN(C)C(=O)c2cc(-c3cccs3)nn2-c2ccccc2)cc1OCC
3%	i	-2	-17%	50µM*	-9%	-23%	-21%	30%	CN(Cc1cccnc1)Cc1c(C(=O)N2CCc3ccccc3C2)nc2ccc(Cl)cn12
-1%	-5%	-1	-1%	6%	-11%	-2%	-2%	41%[activator]	COc1cccc(CN(CC2CCCO2)C(=O)c2cc3ccccc3oc2=O)c1 (stereo not given)
